# HTT aggregate: qHTS Multiplex Assay to Identify Dual Action Probes in a Cell Model of Huntington: Aggregate Formation (GFP). PC12 HttQ103-GFP aggregates, Acumen cytometry, 40 h. Potency, µM (titrated, usually from 46.1 µM), inactives show at the top dose activity change, negative = inhibition, most hits filed as inhibitors. 220,000 compounds, 1.1% hits; note: potency is the fitted concentration of half-maximal effect; % is set by controls: 0 for no effect and ±100 for the full control effect; nearly all actives have a fitted effect of over 60% in size
#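 Quantitative HTS on tebufenozide-induced (100 nM) PC12 cells stably expressing polyQ103 Huntingtin exon 1–GFP. Reduction of bright GFP aggregates, detected by laser scanning cytometry after lysis, identified actives across the titration.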
# SMN2 splice up: qHTS Assay for Enhancers of SMN2 Splice Variant Expression. HEK293 SMN2-luciferase splicing reporter, luminescence, 30-36 h. 210,000 compounds, 2.8% hits. Potency, µM (series often up to 46.1 µM), for the others: at the highest dose activity change, positive = activation, most hits filed as activators. AID 1458, 2008; note: potency is the fitted concentration of half-maximal effect; % of control where 0% means no effect; nearly all actives have a fitted effect of over 55% in size
#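 qHTS luciferase splicing reporter: luminescence rises when SMN2 exon 7 is included in transfected HEK293 cells. Compound exposure lasted 30-36 h at 37C, with 4.5 mM final sodium butyrate as control, followed by a ONE-Glo read.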
# Luc counter: Counterscreen for Luciferase (Kinase-Glo TM) Inhibition. Luciferin 4-monooxygenase (Photuris pensylvanica), Q27757. AID 1379, 2008. Potency, µM (doses to about 38.3 µM), for the others: top-dose activity change, negative = inhibition, usual class: inhibitors. 200,000 compounds, 0.28% hits. Kinase-Glo luciferase, ATP luminescence, 8 min; note: potency is the fitted concentration of half-maximal effect; % is set by controls: 0 for no effect and ±100 for the full control effect; nearly all actives have a fitted effect of over 60% in size
#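 Compounds were added to a substrate mix at pH 7.2 (50 mM imidazole, 10 uM ATP, within the enzyme's linear range), followed by Kinase-Glo detection reagent; luminescence was measured after 8 minutes at ambient temperature.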
# HTT cytoprotect: qHTS Multiplex Assay to Identify Dual Action Probes in a Cell Model of Huntington: Cytoprotection (ATP) | PC12 HTT-Q103 induced, cytoprotection, ATP luminescence, 40 h | Potency, µM (highest dose often 56.4 µM), for the others: cytoprotection (ATP increase), actives largely listed as activators | 230,000 compounds, 0.14% hits | AID 1471, 2008;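 note: potency is the fitted concentration of half-maximal effect; % of control where 0% means no effect; nearly all actives have a fitted effect of over 45% in size; toxic huntingtin expression switched on by the ecdysone agonist tebufenozide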
#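 ATP quantification (ATPlite) reports survival of PC12 cells in which tebufenozide, 100 nM final, switches on Htt exon 1 with 103 glutamines linked to GFP; compounds are titrated.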
# LMNA splice mod: qHTS Assay for Modulators of Lamin A Splicing. 200,000 compounds, 0.01% hits. HeLa LMNA splicing GFP/RFP minigene ratio, 48 h. Potency, µM (series often up to 46.1 µM), for inactives: at the top dose ratio change, negative = inhibition, most hits filed as inhibitors; active = well fitted inhibition curve with a large enough effect in the signal ratio, with a control signal flat, not every such curve was filed as active; inconclusive = small, poorly fitted or top-dose-only effect, or effect the other way, or a change in a side signal; the % refers to the signal ratio; note: potency is the fitted concentration of half-maximal effect; % is set by controls: 0 for no effect and ±100 for the full control effect
#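 S3 HeLa cells stably expressing lamin A-EGFP splicing minigene plus DsRed2, 600 cells/well, 48 h compound exposure at 37C. Laser-scanning cytometry; analysed as GFP (500-530 nm)/RFP (575-640 nm) total intensity ratio; 0.5% DMSO vehicle.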
# IMPase Li cell: qHTS Assay for Identifying the Cell-Membrane Permeable IMPase Inhibitors: Potentiation with Lithium; CHO-M1 cells, IP1 TR-FRET (IP-One), carbachol + lithium; Potency, µM (top dose mostly 59.4 µM), without a hit: at the highest dose activity, negative = IMPase inhibition, hits mostly inhibitors; 210,000 compounds, 0.35% hits; AID 1457, 2008;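 note: IP1 builds up when IMPase is blocked and the TR-FRET signal falls; potency is the fitted concentration of half-maximal effect; plate controls were basal vehicle for no effect and high inhibitor control for full effect; nearly all actives have a fitted effect of over 50% in size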
#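 Steps: plate 2000 CHO-M1 cells per well and culture 16–30 h; add compound and lithium; incubate 30 min, 37C; add d2-IP1 tracer and Eu cryptate anti-IP1 antibody in lysis buffer; read after 10 min at room temperature.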
# CBFb-RUNX1 inh: qHTS Assay for Compounds Blocking the Interaction Between CBF-beta and RUNX1 for the Treatment of Acute Myeloid Leukemia; Runt-related transcription factor 1 (Homo sapiens) + Core-binding factor subunit beta …; 230,000 tested, under 10 active; AlphaScreen CBFb-His/RUNX1-biotin binding, biochemical; Potency, µM (titrated, usually from 59.8 µM), without a hit: top-dose activity, negative = inhibition, actives largely listed as inhibitors; note: % of control where 0% means no effect
# Target sequence (Q01196 whole entry, looked up): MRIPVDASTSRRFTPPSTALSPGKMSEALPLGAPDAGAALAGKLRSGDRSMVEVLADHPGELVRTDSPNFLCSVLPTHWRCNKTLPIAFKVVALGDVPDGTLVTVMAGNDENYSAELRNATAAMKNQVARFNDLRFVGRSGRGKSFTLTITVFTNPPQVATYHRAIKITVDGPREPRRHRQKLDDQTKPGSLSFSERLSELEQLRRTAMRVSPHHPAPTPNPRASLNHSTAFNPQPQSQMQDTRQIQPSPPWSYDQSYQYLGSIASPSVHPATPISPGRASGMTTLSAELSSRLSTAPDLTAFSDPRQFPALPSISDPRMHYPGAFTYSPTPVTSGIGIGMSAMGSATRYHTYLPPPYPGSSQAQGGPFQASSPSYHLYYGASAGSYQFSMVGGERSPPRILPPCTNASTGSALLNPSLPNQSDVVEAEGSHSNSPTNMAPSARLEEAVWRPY
# Target sequence (Q13951 whole entry, looked up): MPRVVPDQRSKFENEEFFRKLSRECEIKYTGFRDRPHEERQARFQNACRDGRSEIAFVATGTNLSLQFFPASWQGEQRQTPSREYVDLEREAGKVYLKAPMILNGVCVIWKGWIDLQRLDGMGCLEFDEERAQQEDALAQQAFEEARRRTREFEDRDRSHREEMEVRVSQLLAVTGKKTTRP
#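 Inhibition was taken as any reduction in AlphaScreen signal from the CBF-beta–RUNX1 pair (His and biotin tags, 30 nM each), measured after compound (15 min) and bead (90 min) incubations at room temperature.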
# Starred values were filed as active, the others as inactive; ? = inconclusive; . = not tested or not shown; [ ] = another dose, or the depositor's remark. Unless noted, calls come from the whole dose curve; as a rule, active = well fitted curve in the direction sought with a large enough effect; inconclusive = small, poorly fitted or top-dose-only effect, or another doubt; inactive = no such curve, though single readings can be large; an effect the other way counts as inactive or inconclusive.
# Start of the data: the first 5 compounds, ahead of the listing:
# Screens in order: HTT aggregate | SMN2 splice up | Luc counter | HTT cytoprotect | LMNA splice mod | IMPase Li cell | CBFb-RUNX1 inh
1: O=C(Nc1ccc(Cl)cn1)c1cc(S(=O)(=O)N2CCCCC2)ccc1Cl
  7% | -18% | 0% | 6%[0.074 µM] | 7% | 1%[38.3 µM] | 3%
2: CCN(C(=O)c1cc2cc(OC)ccc2oc1=O)c1cccc(C)c1
  2% | -12% | -5% | 10% | 16% | 32%[38.3 µM] | 5%
3: CCOc1ccccc1C(=O)OCC(=O)Nc1cc(Cl)ccc1Oc1ccccc1
  -13% | -10% | 2% | 1%[10 µM] | -11% | 20% | 14%
4: CCOC(=O)c1c(O)c2cccc3c2n(c1=O)CC3
  35%[9.22 µM] | . | . | 40%[10 µM] | . | . | 9%
5: Cc1ccc(N=Nc2c(N)[nH]n3c(=O)cc(C)nc23)cc1
  -1% | 19% | -8% | . | ? | 11% | -5%

# Results, previewed entries included:
# Screens in order: HTT aggregate | SMN2 splice up | Luc counter | HTT cytoprotect | LMNA splice mod | IMPase Li cell | CBFb-RUNX1 inh
1: O=C(Nc1ccc(Cl)cn1)c1cc(S(=O)(=O)N2CCCCC2)ccc1Cl
  7% | -18% | 0% | 6%[0.074 µM] | 7% | 1%[38.3 µM] | 3%
2: CCN(C(=O)c1cc2cc(OC)ccc2oc1=O)c1cccc(C)c1
  2% | -12% | -5% | 10% | 16% | 32%[38.3 µM] | 5%
3: CCOc1ccccc1C(=O)OCC(=O)Nc1cc(Cl)ccc1Oc1ccccc1
  -13% | -10% | 2% | 1%[10 µM] | -11% | 20% | 14%
4: CCOC(=O)c1c(O)c2cccc3c2n(c1=O)CC3
  35%[9.22 µM] | . | . | 40%[10 µM] | . | . | 9%
5: Cc1ccc(N=Nc2c(N)[nH]n3c(=O)cc(C)nc23)cc1
  -1% | 19% | -8% | . | ? | 11% | -5%
6: CC(=O)Nc1ccc(-c2nnc(SCC(=O)n3c4c(c5ccccc53)CCCC4)n2C)cc1
  -8% | 6% | -1% | -7% | 1% | 22%[38.3 µM] | 5%
7: Cc1c(Br)c([N+](=O)[O-])nn1CC(=O)NCc1ccco1
  -26% | -1% | -1% | -8%[1.9 µM] | -3% | -3% | 0%
8: Nc1cnc(-c2ccccc2)nc1Cl
  0% | 26% | 5% | 3%[10 µM] | 6% | 1% | 1%
9: CC(C)(C)c1cc(C(=O)N2CCc3ccccc32)ccn1
  -15% | . | . | -1% | -11% | . | 6%
10: COc1ccccc1CNC(=O)c1ccc(CNc2c(N3CCCC3)c(=O)c2=O)cc1
  3% | -2% | -2% | -4% | -12% | 3% | 0%
11: CCOc1ccc(C(C)=O)cc1CN1C(=O)NC(C)(C2CC2)C1=O (stereo not given)
  19% | -6% | 2% | -30%[10 µM] | ? | 4% | ?
12: CCOc1cc(N2CCOCC2)c(OCC)cc1NC(=O)c1ccc(C)cc1
  -8% | -46%[inhibitor] | -1% | -59%[inhibitor] | ? | 11% | -17%
13: COc1ccccc1-n1ccnc1SCC(=O)NC1CCCC1
  -14% | 14% | 6% | -10% | . | -1% | 0%
14: Oc1ccc(-c2cnns2)c(O)c1
  ? | -4% | 0% | . | 8% | 4% | 0%
15: Cn1nnnc1SCC(=O)Nc1ccccc1N1CCOCC1
  -12% | -12% | 0% | -1%[10 µM] | 5% | -7%[38.3 µM] | 2%

# Following part
# Screens in order: HTT aggregate | SMN2 splice up | Luc counter | HTT cytoprotect | LMNA splice mod | IMPase Li cell | CBFb-RUNX1 inh
16: Cc1nc2ccc(S(=O)(=O)NCC(=O)N3CCN(c4ccccn4)CC3)cc2s1
  -10% | -32%[inhibitor] | 2% | 16% | ? | 2%[38.3 µM] | -1%
17: CC(C)[C@H](NC(=O)c1ccco1)C(=O)OCC(=O)N1CC(=O)Nc2ccccc21
  25% | -21% | 3% | -20% | 2%[46 µM] | -6% | 17%
18: COc1ccc(NC(=O)CSc2nnc(NC(=O)c3ccccc3C(=O)O)s2)cc1
  -8%[9.22 µM] | . | -7% | 17%[10 µM] | 10%[46 µM] | 2% | -8%
19: O=C(CCCN1C(=O)c2ccccc2C1=O)NCCC1=CCCCC1
  0% | 14% | 0% | 20%[10 µM] | -13% | 10% | 11%
20: C/C=C/c1ccc(OCCn2cncn2)c(OC)c1
  -3% | -7% | -2% | 15%[10 µM] | -2% | 0% | 1%
21: CCc1cc2c(N3CCN(c4nnc(CC)s4)CC3)ncnc2s1
  18µM* | -60%[inhibitor] | -6% | 19%[10 µM] | -5% | 2%[38.3 µM] | 6%
22: c1ccc(-c2cn(-c3ccccc3)c3ncnc(NCCCN4CCOCC4)c23)cc1
  -15% | 9% | 1% | -49%[inhibitor] | . | 2% | -7%
23: Cc1nc(Nc2ccccc2)c2nc(-c3ccccc3)n(CCN3CCOCC3)c2n1
  . | -33%[inhibitor] | -5% | -64%[inhibitor] | . | 1% | 2%
24: CCC(=O)n1nc(-c2ccc(Cl)cc2)nc1N
  -6%[9.22 µM] | 2% | -2% | 11%[10 µM] | . | 5% | -1%
25: Cn1cnnc1SCc1cccc(Br)c1
  19% | -2% | -3% | 10% | 3% | 2%[38.3 µM] | 1%
26: CCCCN1C=CC(=C2C(=O)c3ccccc3C2=O)C=C1
  -16% | -67%[inhibitor] | 1.1µM* | -177%[inhibitor] | . | -22% | 3%
27: Clc1ccc(-c2nnc(SCc3ccon3)o2)c(Cl)c1
  -18% | 2.8µM* | -4% | -45%[10 µM] | 21% | 8%[38.3 µM] | 15%
28: CCCCCCNC(=O)Nc1ccc(S(=O)(=O)Nc2ccc(CCNC[C@H](O)COc3ccc(O)cc3)cc2)cc1
  . | -1% | -2% | -224%[inhibitor] | . | 1% | -9%
29: CC(=O)N(c1nc(CCl)cs1)c1c(C)cc(C)cc1C
  16% | -17% | -5% | -4%[10 µM] | -7% | 0% | 8%
30: CN(C(=O)COc1ncnc2sccc12)c1ccccc1
  3% | -18% | -5% | -11% | 19%[46 µM] | -10% | -8%

# Entries of single compounds as entered above.
# `Cc1nc(Nc2ccccc2)c2nc(-c3ccccc3)n(CCN3CCOCC3)c2n1` reads HTT aggregate = .; SMN2 splice up = -33%[inhibitor]; Luc counter = -5%; HTT cytoprotect = -64%[inhibitor]; LMNA splice mod = .; IMPase Li cell = 1%; CBFb-RUNX1 inh = 2%
# `Cn1cnnc1SCc1cccc(Br)c1` reads HTT aggregate = 19%; SMN2 splice up = -2%; Luc counter = -3%; HTT cytoprotect = 10%; LMNA splice mod = 3%; IMPase Li cell = 2%[38.3 µM]; CBFb-RUNX1 inh = 1%
# `O=C(CCCN1C(=O)c2ccccc2C1=O)NCCC1=CCCCC1` reads HTT aggregate = 0%; SMN2 splice up = 14%; Luc counter = 0%; HTT cytoprotect = 20%[10 µM]; LMNA splice mod = -13%; IMPase Li cell = 10%; CBFb-RUNX1 inh = 11%

# New compounds follow.
# Screens in order: HTT aggregate | SMN2 splice up | Luc counter | HTT cytoprotect | LMNA splice mod | IMPase Li cell | CBFb-RUNX1 inh
31: CC(=O)c1nn(-c2cccc(Br)c2)cc1C(=O)c1ccc2ccccc2c1
  22% | -15% | 1% | -45%[inhibitor] | -1% | -20%[38.3 µM] | 3%
32: O=C(CCc1nc(-c2ccccc2F)no1)NCCc1ccccc1Cl
  -2% | -11% | -1% | -18% | ? | 3%[38.3 µM] | 5%
33: O=C(c1snnc1-c1ccccc1)N1CCOCC1
  23% | 2% | 3% | 23% | . | -2% | 1%
34: Cc1ccc(S(=O)(=O)N(C)C)cc1-n1c(SCC(=O)Nc2ccccc2)nc2ccccc2c1=O
  -24% | -2%[1.84 µM] | -2% | 12%[10 µM] | -14% | 3% | -9%
35: O=C(Nc1ccc(Cc2ccc(NC(=O)N3CCOCC3)cc2)cc1)N1CCOCC1
  7% | 0% | -4% | 14%[1.9 µM] | 3% | 14%[38.3 µM] | -5%
36: CCCCC(=O)Nc1ccccc1C(=O)OCC(=O)c1ccc2c(c1)OCCO2
  8% | -9% | -6% | 16%[10 µM] | -5% | 19% | 9%
37: N#Cc1c(-c2ccncc2)c2c([nH]c1=O)-c1ccccc1OC2
  -17%[9.22 µM] | . | . | -10%[10 µM] | . | . | 6%
38: CCCCC(O)(CCCC)C(=O)NNc1ccccc1
  -1% | -10% | 2% | . | -2% | 5% | 5%
39: COc1ccc(N(C)S(=O)(=O)c2c(C)noc2C)c(OC)c1
  4% | 13% | 12% | -35%[inhibitor] | . | 0% | 11%
40: CCOC(=O)C1=CN(c2cccc(F)c2)C=C(C(=O)OCC)C1c1cc(OC)c(O)c([N+](=O)[O-])c1
  ? | 0% | 1% | 8%[10 µM] | -3% | 9% | 1%
41: CC(=O)Nc1ccc(NC(=O)COC(=O)c2ccco2)cc1
  -8% | 14% | -3% | -42% | . | -4% | 7%
42: CCCC(=O)c1ccc(-c2ccccc2)cc1
  -11% | ? | 1% | -3%[10 µM] | 3% | -3% | 14%
43: COC(=O)CSc1nc(-c2ccccc2)nc2ccc(F)cc12
  2% | 11% | 0% | -26% | 4%[0.0737 µM] | ? | 1%
44: CCCOc1ccc(N2C(=O)CC(N3CCC(c4nncn4CC)CC3)C2=O)cc1 (stereo not given)
  18% | -10% | 2% | -8% | -12% | -6%[38.3 µM] | 1%
45: S=C(c1c[nH]c2ccccc12)N1CCOCC1
  4%[9.22 µM] | -14% | -2% | -3%[10 µM] | ? | 1% | -2%
46: CCn1cc(Br)c(C(=O)N(C)Cc2ccccc2)n1
  -6% | ? | -2% | 13% | 3% | 35%[38.3 µM] | 4%
47: COc1cc(S(=O)(=O)N2CCOCC2)ccc1NC(=O)CSc1n[nH]c(=O)[nH]c1=O
  9% | -3% | -3% | -18% | ? | 7% | -17%
48: C[N@@+]1(Cc2ccc(Cl)c(Cl)c2)CCC[C@@H]1c1ccc[n+](Cc2ccc(Cl)c(Cl)c2)c1
  . | -1%[9.22 µM] | -3%[7.66 µM] | -5%[10 µM] | . | 19% | .
